Assay outcomes as filed in PubChem.
Arr AP2 block: human beta-arrestin and AP2 interaction inhibition. FITC-arrestin peptide / GST-AP2 beads, flow cytometry; AP2 beta2 appendage carries R879A mutation. inhibition, % at 10 µM. 0.31% of 340,000 active. AID 504490;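 active = inhibition above a set limit, near 3 SD of compounds lacking own fluorescence, cut at about 54% in these data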;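 note: plate controls were DMSO wells for no effect and 5 µM unlabelled arrestin peptide for full effect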
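system = GST-tagged AP2 beta2-adaptin appendage (R879A) on 4 µm glutathione beads | reagent = FITC-labelled arrestin peptide probe, 50 nM final | schedule = compound with beads 12 min RT, then probe 1 h RT | signal = HyperCyt-sampled flow cytometry, FL1 channel, ex 488/em 535 nm | read-out = percent response from loss of bead-bound FITC fluorescence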
CAL PDZ FP-1: inhibitors of human CAL PDZ peptide binding; Q9HD26; purified CAL PDZ, TMR-peptide fluorescence polarization, 1 h; inhibition, % at 24.9 µM; 0.92% of 300,000 active; AID 602252;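 active = mean inhibition of at least 30% with at least half of replicates also reaching 30%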;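 note: 0% = DMSO neutral control and 100% = excess unlabeled competitor peptide PRC23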
DSG3 Ab inh: human desmoglein-3 autoantibody binding inhibition | P32926 | DSG3-coupled beads, scFv-anti-DSG3-GFP binding, flow cytometry; active compounds read low | binding (percent of control), % at 10 µM | 0.48% of 310,000 active;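 active = binding more than 3 SD below its plate's average and above zero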;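 note: hits lower antibody fragment binding to DSG3; some compounds called inactive have numbers as strong as hits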
Target sequence (P32926 whole entry, looked up, the tested form may be a part): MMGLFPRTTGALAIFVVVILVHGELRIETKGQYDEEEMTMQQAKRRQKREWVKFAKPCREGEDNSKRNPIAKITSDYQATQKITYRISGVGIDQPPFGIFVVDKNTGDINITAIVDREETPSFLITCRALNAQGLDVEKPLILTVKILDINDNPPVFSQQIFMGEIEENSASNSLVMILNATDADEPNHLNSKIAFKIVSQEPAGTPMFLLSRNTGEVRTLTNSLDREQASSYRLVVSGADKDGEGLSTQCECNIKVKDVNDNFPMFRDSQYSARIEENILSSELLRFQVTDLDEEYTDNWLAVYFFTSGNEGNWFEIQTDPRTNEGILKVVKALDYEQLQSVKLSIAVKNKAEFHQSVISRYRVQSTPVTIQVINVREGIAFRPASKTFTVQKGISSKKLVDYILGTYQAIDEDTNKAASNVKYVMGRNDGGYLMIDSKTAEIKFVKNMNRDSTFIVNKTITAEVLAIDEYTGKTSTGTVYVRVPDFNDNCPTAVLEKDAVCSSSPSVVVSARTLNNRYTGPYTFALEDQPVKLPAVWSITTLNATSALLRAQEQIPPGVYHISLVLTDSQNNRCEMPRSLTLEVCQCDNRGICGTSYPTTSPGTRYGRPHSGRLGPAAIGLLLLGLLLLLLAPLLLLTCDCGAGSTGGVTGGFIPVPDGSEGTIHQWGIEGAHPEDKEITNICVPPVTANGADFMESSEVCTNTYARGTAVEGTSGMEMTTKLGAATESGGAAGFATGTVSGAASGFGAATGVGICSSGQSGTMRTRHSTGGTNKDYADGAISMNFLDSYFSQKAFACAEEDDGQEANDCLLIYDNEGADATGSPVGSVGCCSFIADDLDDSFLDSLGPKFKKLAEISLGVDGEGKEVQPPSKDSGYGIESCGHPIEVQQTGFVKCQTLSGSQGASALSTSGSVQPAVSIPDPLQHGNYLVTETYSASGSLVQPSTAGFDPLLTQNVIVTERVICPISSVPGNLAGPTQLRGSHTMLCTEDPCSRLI
CAL PDZ FP-2: blocks peptide binding to human CAL PDZ domain. AID 504414. Q9HD26. 0.02% of 330,000 active. inhibition, % at 20 µM. purified CAL PDZ, TMR-peptide fluorescence polarization, 1 h;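 active = highest replicate inhibition of at least 40%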;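 note: plate controls were DMSO neutral control wells for no effect and unlabeled competitor peptide control wells for full effect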
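Test system: purified CerCALP PDZ construct; Compound dosing: one concentration, 20 µM compound; Also added: TMR-labelled reporter peptide T*-PRC34 bound in PDZ groove; Read-out: inhibition from polarization loss; Controls: unlabelled peptide and DMSO controls; Signal: FP readout, S and P plane fluorescence; Incubation: 1 h at RT.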
DAGLB inhibitor: diacylglycerol lipase beta (human) inhibition; Q8NCG7; HEK293T DAGLB membrane lysate, EnzChek fluorogenic substrate; inhibition, % at 5.17 µM; 0.059% of 340,000 active; in the data active = inhibition above about 34%;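 note: 0% = enzyme with vehicle and 100% = wells lacking enzyme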
C-LANA FP: inhibitors of KSHV LANA C-terminal domain DNA binding; MBP-C-LANA/FAM-LBS DNA binding, fluorescence polarization; inhibition, % at 9 µM; 0.078% of 340,000 active;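 active = highest replicate inhibition at or above 60% at 9 µM, even if other replicates fall short; inactive = all replicates below 60% inhibition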;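 note: 0% = neutral control wells and 100% = 4 µM acridine orange control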
RTF Ca sens inh: cardiac RTF calcium desensitization | AID 493244 | IANBD-labeled cardiac RTF, Ca2+ fluorescence | 0.12% of 340,000 active | inhibition, % at 7.15 µM | P19429+P45379;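 active = inhibition above the mean inhibition of all tested compounds plus 3 SD, cut at about 17% in these data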;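 note: assay run at fixed EC70 calcium of 1.6 mM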
NSD2 HMT inh: inhibitors of human histone methyltransferase NSD2 | 0.54% of 310,000 active | AID 743445 | O96028 | inhibition, % at 12.5 µM | NSD2 peptide methylation, AlphaScreen, 120 min; in the data active = inhibition above about 50%
Keap1 Nrf2 FP: disrupts human Keap1 binding to Nrf2 peptide | Keap1 Kelch-Nrf2 peptide fluorescence polarization, 1536-well | inhibition, % at 9.4 µM | 0.15% of 340,000 active | AID 504523; in the data active = inhibition above about 12%;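 note: human Keap1 Kelch domain with fluorescein labeled Nrf2 9mer peptide probe; 0% = neutral control wells and 100% = peptide positive control; higher means more block of Keap1 binding to Nrf2 peptide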
V-ATPase pHluor: alters yeast V-ATPase proton transport | 0.37% of 350,000 active | response, % at 10 µM | S. cerevisiae, pHLuorin cytosolic pH fluorescence; in the data active = response mostly above about 7.3%, no sharp cut-off; inactive = mostly below about 5.4%; note: actives read high; inactives centre near 0; some compounds called inactive have numbers as strong as hits
* = called active by the depositor; x = no result given. A portion of the library; rates above refer to the full screens.

SMILES	Arr AP2 block	CAL PDZ FP-1	DSG3 Ab inh	CAL PDZ FP-2	DAGLB inhibitor	C-LANA FP	RTF Ca sens inh	NSD2 HMT inh	Keap1 Nrf2 FP	V-ATPase pHluor
S=P(NCCSCc1ccccc1)(N1CC1)N1CC1	13	-3	92	0.5	-1	-1.6	2	-4	-5	5
CCCNC(=O)N1[C@H]2CC[C@@H]1C(C(=O)OC)=C(c1ccc(F)cc1F)C2	1	0	108	-0.9	0	2.2	-5	x	0	0
CCN(CC)C(=O)c1ccc(NC(=O)c2cccc(S(=O)(=O)N3CCN(Cc4ccccc4)CC3)c2)cc1	12	-5	98	-2.1	-2	1.1	-3	0	7	-3
CN1c2ccc([N+](=O)[O-])cc2CC2(C(=O)NC(=O)N(c3ccc(Br)cc3)C2=O)C1c1ccccc1 (stereo not drawn)	-3	-1	x	-0.1	11	0.2	0	8	0	-1
Oc1ccc(O)c2c1C1(Cl)C(Cl)=C(Cl)C2(Cl)C1(Cl)Cl	8	5	102	-0.2	1	0.9	7	3	-2	1
C=C1N2CCC(CC2)C1(O)c1ccccc1C (stereo not drawn)	1	-2	110	0.4	0	-1.3	3	-1	2	0
Oc1ccc2c3c1OC1c4oc5ccccc5c4C[C@@]4(O)[C@@H](C2)N(CC2CC2)CC[C@]314 (stereo partly drawn)	29	-6	101	-0.9	-1	-1.4	-3	x	-2	1
CCc1c(C)nc(N)nc1N1N=C1SC	3	1	x	-0.8	0	-1.1	-2	-1	1	-2
Cc1c(N=Cc2c(O)n(CCc3ccc(F)cc3)c(=O)[nH]c2=O)c(=O)n(-c2ccccc2)n1C	-11	-1	102	-0.9	-1	-0.1	4	11	1	-2
c1ccc(NC2=NCCCS2)cc1	-14	-7	91	0.3	3	-3.1	-6	-2	-5	1
CN(C)CCn1cnc2ccccc21	-1	0	89	-2.2	0	-0.1	-11	-2	-1	0
Cc1ccc(Cn2cc(C=O)c3ccccc32)cc1	3	-6	98	x	-6	5.6	-3	-2	-3	-1
Cc1ccc2c(c1)C1CN(C)CCC1N2C(=O)COc1ccc(S(=O)(=O)N2CCOCC2)cc1 (stereo not drawn)	5	-2	86	-2.3	0	0.9	-8	x	0	-2
CCOP(=O)(OCC)C(NC(=O)c1ccccc1)C(Cl)(Cl)Cl (stereo not drawn)	31	-4	109	-0.8	-1	-1.3	8	-1	-6	4
Cn1ccnc1P(=S)(c1nccn1C)N1CCOCC1	3	-3	99	0.0	2	-1.1	5	0	4	2
O=C1NC(=O)C(Cc2ccccc2)(Cc2ccccc2)C(=O)N1	-7	-1	x	-0.2	-1	-0.8	-8	-2	-8	1
Cc1ccccc1-n1c(CNc2ccccc2)nc2ccccc2c1=O	7	x	104	x	x	x	x	2	x	3
CC12CN3CCN(CC(C3)C1O)C2 (stereo not drawn)	-7	1	104	0.2	-2	2.0	-2	-3	0	0
O=c1c2ccccc2nc(Cc2cccc([N+](=O)[O-])c2)n1-c1ccc(O)cc1	-5	-1	98	-0.4	2	-0.5	-4	-2	-1	1
C[C@]12CC[C@H](O)C[C@@H]1CC[C@@H]1[C@@H]2CC[C@]2(C)C(=O)CC[C@@H]12	2	-8	115	-0.9	1	2.2	-1	x	-3	0
CC1CCC(C(C)C)C(OC(=O)COC(=O)c2ccccc2N)C1 (stereo not drawn)	28	0	104	1.0	-15	-1.0	6	9	-4	-1
Cc1c(NP(=O)(C(C)(C)C)C(C)(C)C)c(=O)n(-c2ccccc2)n1C	-3	2	100	-0.6	-2	0.9	-5	1	1	-3
COc1cc2c3cc1Oc1cc(ccc1O)C[C@@H]1c4c(cc(OC)c(O)c4Oc4cccc(c4)C[C@@H]3N(C)CC2)CC[N+]1(C)C	12	0	108	-0.3	3	-7.6	5	x	-7	4
CCOC(=O)[C@]12Cc3cc(OC)ccc3[C@H]1N(Cc1ccccc1)C(=O)c1ccccc12	8	-2	105	-1.6	-6	-1.5	-5	x	1	-2
C=CC1CN2CCC1CC2[C@@H](OC(=O)c1ccc(OC)cc1)c1ccnc2ccccc12 (stereo partly drawn)	20	-9	99	1.1	-4	-0.5	5	1	2	-4

Only DSG3 Ab inh, CAL PDZ FP-1 and CAL PDZ FP-2, for 4 of the compounds above:
| SMILES | DSG3 Ab inh | CAL PDZ FP-1 | CAL PDZ FP-2 |
| --- | --- | --- | --- |
| CC1CCC(C(C)C)C(OC(=O)COC(=O)c2ccccc2N)C1 (stereo not drawn) | 104 | 0 | 1.0 |
| Cc1c(NP(=O)(C(C)(C)C)C(C)(C)C)c(=O)n(-c2ccccc2)n1C | 100 | 2 | -0.6 |
| COc1cc2c3cc1Oc1cc(ccc1O)C[C@@H]1c4c(cc(OC)c(O)c4Oc4cccc(c4)C[C@@H]3N(C)CC2)CC[N+]1(C)C | 108 | 0 | -0.3 |
| CCOC(=O)[C@]12Cc3cc(OC)ccc3[C@H]1N(Cc1ccccc1)C(=O)c1ccccc12 | 105 | -2 | -1.6 |

(cont.)
SMILES	Arr AP2 block	CAL PDZ FP-1	DSG3 Ab inh	CAL PDZ FP-2	DAGLB inhibitor	C-LANA FP	RTF Ca sens inh	NSD2 HMT inh	Keap1 Nrf2 FP	V-ATPase pHluor
CCC(=O)OC1(c2cccc(C)c2)CC(C)N(C)CC1C (stereo not drawn)	0	2	100	-0.4	0	-2.7	-1	-1	1	1
COc1ccc(N2C(=O)CC(N3CC=C(c4ccccc4)CC3)C2=O)cc1 (stereo not drawn)	-1	x	109	0.5	1	-1.5	-3	x	-7	-4
CCN1CCN(c2nc3c(c(=O)[nH]2)CCCC3)CC1	7	1	107	x	-2	1.1	-2	x	6	0
CC(C)c1ccc(-n2c(O)c(C=NC(CCS(C)=O)C(=O)O)c(=O)[nH]c2=S)cc1 (stereo not drawn)	1	-2	99	1.4	1	-0.1	-6	x	-2	0
COC1=C(C)C(=O)C2=C(C1=O)C(CO)N1C(C#N)C3CC4C(C1C2N1CCOC41)N3C (stereo not drawn)	42	1	93	0.1	-4	6.1	-6	19	-2	-5
COc1ccc2c(c1OC)C(=O)O[C@H]2[C@@H]1c2cc3c(cc2CCN1C)OCO3	6	-4	112	-1.1	2	-1.4	5	x	-2	-3
Cc1cc(OC(C)C(=O)NCC2CCC(C(=O)O)CC2)c2c3c(c(=O)oc2c1)CCC3 (stereo not drawn)	5	-3	x	-2.4	-1	1.6	0	-6	-6	-1
COc1ccc(C(C)=O)cc1Cc1c(O)[nH]c(=S)[nH]c1=O	-33	-12	91	-0.2	-2	-0.3	0	11	-4	-2
CC(C)c1ccccc1OCC(=O)N1CCCN(C)CC1	-11	x	103	0.0	1	-0.6	-7	1	-2	-3
COc1cc(C=C2C(=O)NC(=O)NC2=O)ccc1OS(=O)(=O)c1ccccc1[N+](=O)[O-]	3	0	x	-1.8	-2	1.0	1	x	1	4
CC12CCC3C(CCCC4CC(=O)CCC43C)C1CCC2O (stereo not drawn)	-4	-7	92	-0.9	1	-0.9	-9	1	2	0
Cc1ccccc1NC1=NCC(C)S1 (stereo not drawn)	-4	-6	103	x	-1	-1.3	2	1	-1	0
COc1ccc(/C=C2\C(=O)NC(=S)N(C)C2=O)cc1C	-21	-2	108	-1.8	-4	16	8	x	47*	1
CNCCc1c(C)n[nH]c1C	14	-1	104	x	1	-1.1	-12	1	1	-4
CNC(C(=O)c1ccccc1)C(OC)c1ccc(C)cc1 (stereo not drawn)	-1	-4	x	-0.2	4	-0.4	6	-1	-4	2
Cn1c(=O)cc(OCC(=O)N2CCN(Cc3ccc4c(c3)OCO4)CC2)c2ccccc21	-2	1	x	-1.0	3	0.8	-3	x	2	-2
CCOC(=O)C(C)(CC)NC(=O)CSP(=S)(OCC)OCC (stereo not drawn)	-1	-1	98	-1.1	3	-2.0	0	x	1	3
COc1cccc(CNC2CN3CCC2CC3)c1OC (stereo not drawn)	-4	1	105	-0.4	-1	-0.9	-7	-1	-3	1
COc1ccc2c(c1)C13CCN(C)C(C2)C1CCC1(C3)OCCO1 (stereo not drawn)	-8	-4	92	-1.4	0	-1.5	-2	0	2	2
CC(C)=CCN1CC[C@@]2(C)c3cc(O)ccc3C[C@@H]1C2C (stereo partly drawn)	10	-2	97	-0.5	0	1.0	-7	x	4	-1
O=C(O)c1nn(Cc2ccc(Cl)cc2)c2ccccc12	x	x	103	x	1	x	x	-1	x	-2
CCC1(Oc2ccccc2)C(=O)NC(=O)NC1=O	11	16	126	1.1	-2	-1.1	-3	-5	-8	1
O=C(COc1ccc(Br)cc1)N1CCN(Cc2c[nH]c3ccccc23)CC1	5	0	105	-0.2	3	-1.5	7	3	-8	-2
COc1ccc(CCn2c(O)c(C=Nc3ccccc3F)c(=O)[nH]c2=O)cc1OC	-8	-3	x	-0.3	-2	3.2	0	0	-6	-3
COc1ccc2c(c1)[C@]13CCCCC1C(C2)N(C)CC3 (stereo partly drawn)	27	-4	94	0.6	-1	-3.7	-2	x	3	13

The listing continues.
SMILES	Arr AP2 block	CAL PDZ FP-1	DSG3 Ab inh	CAL PDZ FP-2	DAGLB inhibitor	C-LANA FP	RTF Ca sens inh	NSD2 HMT inh	Keap1 Nrf2 FP	V-ATPase pHluor
CC(=O)O[C@H]1CC[C@@]2(C)C(=CC(=O)C3C2CC[C@@]2(C)C3C[C@H](OC(C)=O)[C@@H]2OC(C)=O)C1 (stereo partly drawn)	-4	-6	96	-0.8	-1	-1.3	-4	-1	-2	-3
O=C(Cc1ccccc1)Oc1ccc([N+](=O)[O-])cc1	8	-3	108	0.2	1	-5.1	-10	0	-5	1
Cn1c(O)c(C=Nc2ccccc2Sc2ccccc2)c(=O)n(C)c1=O	0	-2	100	-1.8	-2	1.5	1	8	-4	2
O=c1[nH]c2ccccc2n1C1CCN(CCCC(c2ccc(F)cc2)c2ccc(F)cc2)CC1	-7	-1	105	-2.9	1	-1.3	3	x	-3	-4
CCC(C)OC(=O)c1c(N)n(Cc2cccs2)c2nc3ccccc3nc12 (stereo not drawn)	-6	18	100	0.5	-1	-0.7	1	-3	-3	1
CCOC(=O)C1C2NC(=O)N(Cc3ccccc3)C1(C)Oc1c(OC)cccc12 (stereo not drawn)	29	1	104	x	-1	0.4	-6	3	2	-1
NC(=O)Cn1cc(C=C2C(=O)NC(=O)NC2=O)c2ccccc21	33	-3	90	0.4	-1	7.1	8	-4	5	-1
COc1ccc(-n2nc(C(=O)NCC(=O)N3CCC4(CC3)OCCO4)c3ccccc3c2=O)cc1OC	34	6	x	0.2	-2	0.0	9	-2	-1	-3
Cc1cc(Cc2c(O)[nH]c(=S)[nH]c2=O)ccc1OC(C)C	31	-2	117	0.5	0	-0.6	6	-2	-1	4
COc1ccc(C(CC(=O)c2ccc3c(c2)OCO3)c2c(O)c3ccccc3oc2=O)cc1OC (stereo not drawn)	x	x	100	x	0	x	x	1	x	0
COc1cc2c(cc1OC)C13CCN4CC5CCOC6CC(=O)N2C1C6C5CC43 (stereo not drawn)	3	-2	88	0.2	-4	3.2	0	0	2	4
Cc1c(C=C2C(=O)NC(=O)NC2=O)c(=O)n(-c2ccccc2)n1C	4	8	98	0.2	1	-1.6	12	1	-11	3
O=P(O)(O)/C=C(\Cl)c1ccccc1	9	-1	101	0.4	-1	-0.8	3	x	-5	-6
